# aSyn UTR inh – 5' untranslated region of α-synuclein, MLPCN primary screen; AID 1813; alpha-synuclein 5'UTR reporter, inhibitor activity; 300,000 compounds, 0.82% hits; inhibition, % (tested at 7.5 µM); in the data active = inhibition above about 60%; inconclusive = no clear call, values can overlap the other calls;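 note: H4 neuroglioblastoma cells stably carrying SNCA 5'UTR luciferase fusion; 0% = DMSO wells and 100% = positive control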
# KLF5 inhibitor – suppresses KLF5 promoter-driven expression | DLD-1 KLF5 promoter-luciferase reporter, luminescence | inhibition, % at 5 µM | 290,000 compounds, 0.23% hits | AID 1700;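 active = inhibition above a per-plate limit of that plate's mean compound inhibition plus 3 SD, cut at about 60% in these data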;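 note: 0% = DMSO wells and 100% = LY294002 at 200 µM; higher means less KLF5 promoter-driven luciferase light; inactives centre near -14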
# GSK3 alpha inh – inhibitors of human GSK-3 alpha kinase; P49840; ADP-Glo luminescence, 60 min; inhibition, % at 10 µM; 320,000 compounds, 0.1% hits;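 in the data active = inhibition above about 50%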;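 note: GST-tagged GSK-3 alpha with peptide substrate and 25 µM ATP; 0% = DMSO neutral wells and 100% = GW8510 positive control wells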
# Target sequence (P49840 whole entry, looked up): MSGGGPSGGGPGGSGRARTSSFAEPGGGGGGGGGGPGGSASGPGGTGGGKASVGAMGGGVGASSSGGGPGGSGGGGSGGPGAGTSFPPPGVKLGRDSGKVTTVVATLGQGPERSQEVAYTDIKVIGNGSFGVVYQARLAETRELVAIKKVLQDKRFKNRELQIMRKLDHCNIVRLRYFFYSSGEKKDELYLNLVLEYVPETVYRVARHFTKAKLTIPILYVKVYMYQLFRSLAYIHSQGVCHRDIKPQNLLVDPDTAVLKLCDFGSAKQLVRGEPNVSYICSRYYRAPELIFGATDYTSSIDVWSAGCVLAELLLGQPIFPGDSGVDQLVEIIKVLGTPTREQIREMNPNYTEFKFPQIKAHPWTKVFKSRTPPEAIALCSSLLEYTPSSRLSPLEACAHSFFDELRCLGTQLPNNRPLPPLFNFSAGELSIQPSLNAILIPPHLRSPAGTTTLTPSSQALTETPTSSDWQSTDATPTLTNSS
# IEC-6 cytotox – IEC-6 cytotoxicity, counter-screen for KLF5 inhibitors. 290,000 compounds, 0.78% hits. inhibition, % at 5 µM. luminescence viability; in the data active = inhibition above about 22%;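 note: 0% = plate median of test compound wells and 100% = cytotoxic reference compound wells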
# HSP90 inh – blocks HSP90-mediated luciferase refolding in reticulocyte lysate; Rabbit reticulocyte lysate, luciferase refolding luminescence, 3 h; 290,000 compounds, 0.91% hits; inhibition, % at 5.6 µM; AID 1789;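 active = inhibition above the screen-wide mean plus 3 SD, computed separately per campaign, cut at about 16% in these data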;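 note: 0% = DMSO wells and 100% = 60 µM geldanamycin wells; inhibitors lower the luminescence because luciferase stays unfolded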
# HSF1 inhib – HSF1 inhibition; NIH3T3-HGL HSE-luciferase, MG132-induced, luminescence 8 h; stronger effect = lower value; activity change, negative = inhibition, % at 7.5 µM (by protocol); 300,000 compounds, 0.77% hits;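 active = more than half of replicate wells show activity change below -50%, luminescence cut by over half; inconclusive = some wells, but at most half, below -50%; inactive = no replicate well below -50%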;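 note: luciferase reports HSF-1 transcriptional activity via heat shock element; 0% = median of DMSO wells and -100% = zero luminescence signal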
# HSF1 activator – increases HSF-1 driven luciferase reporter signal. activation, % at 9 µM. NIH3T3-HGL HSF-1 luciferase reporter, MG132, 8 h; 100% = twice DMSO control signal. AID 504408. 300,000 compounds, 1.7% hits;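 active = mean replicate activation of at least 50% with a set share of replicates each reaching 50%; inconclusive = only one of those two conditions met; inactive = mean below 50% and too few replicates reaching it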;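 note: 0% = median of the neutral control wells and 100% = twice that signal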
# AI-2 QS mod – Vibrio harveyi AI-2 quorum sensing modulation. AID 2094. Vibrio harveyi JMH597 AI-2 luminescence/OD600 ratio, 9 h; stronger effect = lower value; strain lacks LuxN and CqsS sensors; 0 = neutral-control median. activity change, % at 7.5 µM. 300,000 compounds, 0.4% hits; in the data active = activity change below about -75%, passing the limit was not always enough; inconclusive = no clear call, values can overlap the other calls;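 note: luminescence divided by OD600 gain over 9 h not by final OD600 alone; inactives centre near 13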
# PolyA inhibitor – blocks polyadenylation in yeast reporter cells. 300,000 compounds, 0.02% hits. calls only at 12 µM. S. cerevisiae SKY197-pL101 polyadenylation reporter, beta-gal luminescence; efflux-impaired pdr1/pdr3 knockout yeast; score 100 = 6 SD above DMSO;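 active = lowest replicate activity score at least 50, where 100 means six control SD above control mean; inconclusive = lowest score under 50 but half or more replicates reach 50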;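 note: yeast exposed to compound for 9 h at 30 °C; higher score means more reporter readthrough which indicates perturbed polyadenylation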
# GSK3beta inhib – blocks human GSK3beta kinase activity. GST-GSK3beta kinase, ADP-Glo luminescence, 60 min; stronger effect = lower value. activity score (negative = inhibition), % at 10 µM. 300,000 compounds, 0.038% hits. AID 2097;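 active = more than half of replicate wells score below -50%, meaning over 50% inhibition versus plate controls; inconclusive = some replicates but at most half score below -50%; inactive = no replicate scores below -50%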;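 note: 0% = median DMSO wells and -100% = median GW8510 positive control wells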
# Target sequence (P49841 whole entry, looked up): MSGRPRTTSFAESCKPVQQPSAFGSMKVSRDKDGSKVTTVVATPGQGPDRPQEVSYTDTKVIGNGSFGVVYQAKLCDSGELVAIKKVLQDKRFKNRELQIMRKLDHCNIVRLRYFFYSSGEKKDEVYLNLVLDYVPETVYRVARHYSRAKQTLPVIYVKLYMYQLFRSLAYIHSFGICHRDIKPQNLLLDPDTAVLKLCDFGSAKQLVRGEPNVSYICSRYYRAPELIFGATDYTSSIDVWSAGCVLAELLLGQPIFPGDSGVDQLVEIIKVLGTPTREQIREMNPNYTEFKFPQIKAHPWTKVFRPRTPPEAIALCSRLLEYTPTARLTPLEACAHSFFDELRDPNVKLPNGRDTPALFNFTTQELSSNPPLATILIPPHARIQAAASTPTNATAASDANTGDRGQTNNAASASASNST
#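 Assay system: GST-fused GSK3beta enzyme, cell-free / Medium: Tris pH 7.5 buffer with MgCl2, DTT, BSA, heparin / Also added: peptide substrate plus 25 µM ATP (final) / Compound: 10 µM single point / Timing: kinase reaction with compound 60 min at room temperature / Detection: ADP-Glo luminescence / Benchmarks: DMSO neutral wells and GW8510 at 20 µM as positive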
# The depositor's hits bear a star; i = inactive; ? = inconclusive; . = not tested or not shown. Some of the compounds tested. The share of hits here may be higher or lower than overall.
SMILES,aSyn UTR inh,KLF5 inhibitor,GSK3 alpha inh,IEC-6 cytotox,HSP90 inh,HSF1 inhib,HSF1 activator,AI-2 QS mod,PolyA inhibitor,GSK3beta inhib
Cc1ccccc1C(=O)NNC(=O)C1CC(=O)N(Cc2ccccc2)C1 (stereo unspecified),3,.,.,.,.,-1,0,15,i,-3
COc1ccccc1CNCc1ccc(OC)c2ccccc12,18,.,-2,.,.,11,23,1,i,-2
CCOC(=O)/C(C)=N/NC(=O)c1cccc([N+](=O)[O-])c1,-3,-11,3,9,-3,-2,-1,30,i,3
Cc1ccccc1-c1nnc(SCC(=O)Nc2ccc3c(c2)OCCO3)n1N,7,-23,-2,4,1,2,9,18,i,1
O=C(Nc1ccc2c(c1)OCCO2)c1c[nH]c(=O)n(-c2ccc(F)c(Cl)c2)c1=O,-1,-45,1,0,-1,-13,-13,17,i,1
CSCC[C@H](NC(=O)[C@@H]1Cc2ccccc2CN1)C(=O)NC(C)c1ccccc1 (stereo partly specified),6,-49,-7,-2,0,-1,1,12,i,1
CCOc1ccc(NC(=O)CNC(=O)c2cccs2)cc1,-21,-11,1,3,-4,4,2,36,i,2
c1ccc(CSc2ccc(-c3cccnc3)nn2)cc1,-117,-35,-4,-3,1,17,21,?,i,0
N#CC1=C(N)NC(=S)C(C(N)=O)C1c1ccc(Cl)cc1Cl (stereo unspecified),6,-18,-1,-6,-3,-5,5,34,i,0
CCCS(=O)(=O)n1nc(-c2ccc(C)cc2)cc1N,-50,-32,1,-10,-2,15,25,-5,i,-4
COc1ccc(OCC(O)CN2C(=O)NC(C)(C)C2=O)cc1 (stereo unspecified),10,-7,.,2,-4,-1,-6,30,i,3
Cc1ccc(OS(=O)(=O)c2cn(C)c(=O)n(C)c2=O)cc1C,-1,-34,1,-1,0,-4,16,11,i,-1
COCCNC(=S)N/N=C(\C)c1cccc([N+](=O)[O-])c1,-47,-5,6,-6,-4,-4,-4,11,i,4
O=C(COC(=O)CNC(=O)c1ccc(Cl)cc1Cl)NC1CCCCC1,-6,-46,.,-4,-6,5,9,13,i,0
Cn1nc2c3ccccc3n(Cc3ccc(F)cc3)c2nc1=S,5,-17,0,2,4,-6,-6,5,i,-25
COc1cc(/C=N/NC(=O)c2ccc(N)cc2)ccc1OC(=O)c1cccc(C)c1,6,-32,0,8,3,-2,-6,18,i,-4
O/N=C(/CN(O)/C=C1/C=CC=N1)c1cccs1,14,-7,-2,-9,-1,1,21,10,i,1
O=C(Nc1ccnn1C1CCN(CCCc2ccccc2)CC1)c1ccccc1Cl,9,-29,0,9,5,-7,-18,15,i,0
O=C(NCC(=O)N(Cc1cccs1)C(C(=O)NC1CCCC1)c1ccncc1)c1ccco1 (stereo unspecified),-14,-12,2,5,1,1,-5,35,i,1
COc1ccc2oc(C(=O)OCC(=O)N(C)CC(=O)Nc3ccc(F)cc3)c(C)c2c1,6,.,-5,.,.,7,13,1,i,9
COC(=O)N1CC(c2ccccc2)CC1=O (stereo unspecified),20,-11,2,2,-3,-9,-2,40,i,-9
O=c1[nH]c(CN2CCN(c3ccccc3O)CC2)nc2ccccc12,15,9,-4,-1,-1,-3,5,13,i,0
Cc1ccc(NC(=O)c2cc(S(=O)(=O)N3CCCCC3)c[nH]2)cc1F,5,-15,1,4,0,-1,-3,17,i,1
Cc1cc(OCC(=O)OCC(=O)NCc2ccco2)ccc1Cl,1,.,-1,.,.,-9,-1,26,i,3
COc1ccc(-n2cc(-c3ccccc3)c3c(=O)[nH]cnc32)cc1,1,-9,-2,-2,-3,-5,-7,15,i,1
C/C(N)=C(/C#N)C(=O)CSc1nc2ccccc2n1CC(C)C,-13,6,1,-3,-1,-4,-8,26,i,0
Oc1ccccc1-c1nc(N2CCN(Cc3ccccc3)CC2)c2ccccc2n1,6,-23,-2,2,3,3,-5,16,i,-1
O=C(CNC(=O)C1CCCCC1)NNC(=O)c1ccc(Cl)cc1Cl,-8,-25,1,-9,-1,-3,-20,26,i,3
Cc1ccc(OCC(O)CN2CCOCC2)cc1C (stereo unspecified),0,2,-1,9,1,-6,5,2,i,2
CCOc1ccccc1NC(=O)NNC(=O)CCc1ccc(OC)cc1,30,-30,-4,0,-1,10,48,15,i,-4
COc1ccc(NC(=O)CN(C)C(=O)c2ccccc2OCC(=O)Nc2cccc(C(F)(F)F)c2)cc1,-4,.,-1,.,.,38,43,6,i,0
O=C(CSCc1ccc(Br)cc1)N1CCOCC1,-40,-2,-1,-2,-5,4,0,-45,i,2
COC(=O)CC(=O)CSc1nc2c(cc1C#N)CCC2,-35,8,-3,-15,1,-7,14,15,i,-1
O=C(NCc1ccc(Cl)cc1)C(=O)c1cn(CC(=O)N2CCOCC2)c2ccccc12,-26,-28,0,-11,-7,13,22,0,i,2
Cc1ncc(N=Nc2ccccc2)c(-c2ccccc2)n1,10,-17,-1,10,2,6,27,14,i,2
Cc1cccc2cc(CN(CC3CCCO3)C(=O)c3cnccn3)c(=O)[nH]c12 (stereo unspecified),-7,-37,.,-1,3,.,.,30,i,-1
O=C(NC1CCCC1)c1ccc(Cn2c(=O)[nH]c3ccsc3c2=O)cc1,-1,-1,-1,1,3,4,-6,33,i,4
O=C(NNC(=O)c1ccccc1Cl)c1cccnc1,-1,-7,-3,-3,1,-2,4,14,i,-6
COC(=O)C(O)(CC(=O)c1ccc(OC)cc1)C(F)(F)F (stereo unspecified),10,-38,-2,-3,-6,3,9,2,i,0
COc1cccc(N/C(=N/C(=S)Nc2ccc(C)cc2C)Nc2nc(C)cc(C)n2)c1,39,-8,-1,9,-3,-7,9,14,i,2
CCN(CC)CCSc1nnc2c3ccccc3n(CCc3ccccc3)c2n1,-106,-8,4,21,-2,-6,-15,15,i,-3
Cc1ccc(NC(CNS(=O)(=O)c2ccc(Cl)cc2)c2ccccc2)cc1 (stereo unspecified),40,6,0,-7,-3,-17,-8,22,i,1
COc1ccc(C2SCC(=O)N2c2ccccc2)cc1 (stereo unspecified),3,-25,-1,9,2,-6,-14,11,i,1
CC(C)(C)c1ccc(OCc2ccc(C(=O)NCc3cccnc3)o2)cc1,-133,-97,.,2,11,57,112*,23,i,-1
Cc1cc(C)c2cc(CN(CCCN(C)C)C(=S)NCc3ccccc3)c(=O)[nH]c2c1,-17,-9,1,5,-2,-2,-4,8,i,-2
O=C(Cn1cnc2c(nnn2Cc2ccc(Cl)cc2)c1=O)c1ccccc1,10,-14,0,0,6,1,9,16,i,-2
O=C(CN1C(=O)c2ccccc2S1(=O)=O)Nc1ccc(S(=O)(=O)N2CCCC2)cc1,-16,-20,-1,1,0,1,-2,-95*,i,0
CC(C)N1CCc2c(sc(NC(=O)c3ccc(S(=O)(=O)N4CCOCC4)cc3)c2C#N)C1,-31,2,0,-1,-7,-3,-4,-7,i,2
CCn1c(=O)cc(OCC(=O)NCc2cccs2)c2ccccc21,1,-30,1,10,2,6,10,24,i,3
COc1ccccc1NC(=O)CC1S/C(=N/N=C2\CCCc3ccccc32)NC1=O (stereo unspecified),9,-21,-1,3,2,-5,7,63,i,-1
COC(C[C@@H]1O[C@@H]1[C@@H](O)[C@H](C)OCc1ccccc1)OC,6,.,.,.,.,-2,1,7,.,18
Cc1nc(Nc2ccc(Cl)cc2Cl)sc1C(=O)Nc1ccccc1,7,-3,-1,2,0,2,11,13,i,1
CCOc1ccc2nc(SC(CC)C(=O)Nc3cc(C)on3)sc2c1 (stereo unspecified),-4,11,-2,2,1,-9,17,24,i,2
COc1ccc(CCNC(=O)c2cc3sccc3n2C)cc1OC,-5,-19,1,3,0,0,-8,4,i,3
NS(=O)(=O)c1ccc(NC(=S)NC2CCCC2)cc1,-15,5,-3,-2,-6,0,-2,8,i,1
CCc1[nH]c(=O)c(C#N)c2c1CSC(C)(C)C2,-6,-12,0,1,1,10,?,39,i,4
O=C(NCCN1CCCCCC1)c1ccc(N2CCCC2=O)cc1,-7,-8,0,-2,0,6,-6,11,i,-1
COc1ccc(CCCc2nnc(SCC(=O)NN)o2)cc1,3,-5,-1,-2,-2,2,5,1,i,-1
O=C(CN1C(=O)C2CC=CCC2C1=O)Nc1nc2ccccc2s1 (stereo unspecified),-4,-14,0,4,-5,-3,4,10,i,-3
CC(C)Cc1ccc(CN2CCCC(NC(=O)CCN3CCCO3)C2)cc1 (stereo unspecified),-57,-53,-2,-8,1,-5,-4,4,i,0
# Other results.
SMILES,aSyn UTR inh,KLF5 inhibitor,GSK3 alpha inh,IEC-6 cytotox,HSP90 inh,HSF1 inhib,HSF1 activator,AI-2 QS mod,PolyA inhibitor,GSK3beta inhib
C/C=C/c1ccc(OC)c(OC(C)=O)c1,-14,-16,0,-3,2,16,8,9,i,2
O=C(Cc1cccs1)NNC(=O)C12CC3CC(CC(C3)C1)C2,28,-25,0,-2,-1,-1,-6,27,i,6
CNC(=O)c1[nH]cnc1C(=O)NCC(=O)OCc1ccccc1,4,-17,-5,-5,-4,7,21,17,i,0
CCN(c1ccc(OC)cc1)S(=O)(=O)c1nnc(NC(=O)C(C)C)s1,5,1,0,7,0,0,-3,-4,i,-23
CCOCCn1c(SCCc2ccccc2)nc2c1c(=O)[nH]c(=O)n2C,10,0,-1,5,2,1,-7,39,i,3
c1ccc(OCc2nn3c(-c4ccccn4)nnc3s2)cc1,-41,-62,6,-12,1,10,-5,6,i,1
Cc1cc(=O)[nH]c(N2CCN(C(c3ccccc3)c3ccccc3)CC2)n1,24,-6,-2,4,1,-5,-4,18,i,-1
Cc1ccc(Sc2sc(=O)n(C)c2S(=O)(=O)c2ccc(C)cc2)cc1,10,-1,-2,-5,4,-1,17,9,i,0
O=C(Nc1nncs1)C1(c2ccccc2)CCCC1,-6,-34,-6,1,1,-4,5,8,i,4
Cc1ccc(NC(=S)N2CCCC2)cc1,-64,-32,0,-3,-1,23,44,3,i,-2
COc1ccc(OCC(=O)NC2CCCN(Cc3ccc(Cl)cc3)C2)cc1 (stereo unspecified),-8,-10,-1,0,4,12,30,15,i,2
COc1cccc(-n2c(-c3ccccc3)c[nH]c2=S)c1,14,3,6,-10,-1,1,7,2,i,7
O=C(CN1CCN(S(=O)(=O)c2ccccc2)CC1)Nc1ccc(Cl)c(Cl)c1,4,-10,-2,-3,1,13,31,7,.,1
CCOC(=O)Cn1nnc(-c2ccc(S(C)(=O)=O)cc2)n1,7,9,-1,4,2,-1,-6,0,i,-3

# Screens from PubChem BioAssay.
